GLD-1 TGE inh = GLD-1-TGE RNA interaction inhibition (C. elegans); Q17339; purified GLD-1 + fluorescein TGE RNA, fluorescence polarization; inhibition, % at 5.96 µM; 0.44% of 320,000 active; AID 2280;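 active = percent inhibition above a per-plate cutoff, the plate mean of test compounds plus 3 SD, cut at about 30% in these data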;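 also: 0% = DMSO wells with GLD-1 and probe and 100% = wells lacking GLD-1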
Yeast superoxide = lowers age-related superoxide in aged yeast cells. S. cerevisiae aged cells, superoxide DHE fluorescence; hits give low values. superoxide response (% of plate mean), % at 10 µM. 0.18% of 330,000 active;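 active = superoxide response under a set limit, about three screen SD below normal, cut at about 65% in these data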;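 also: yeast aged for seven days with compound at 30 °C before DHE staining; 100% = average MFI of all compound-treated wells on the plate with controls excluded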
Efflux pump inh = antifungal efflux pump inhibition, Nile Red retention; inhibition, % at 10 µM; AID 485275; S. cerevisiae Candida pump triplex; 0.44% of 330,000 active;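 active = plate passing quality check with inhibition over a set limit, or well fluorescence over plate mean plus 4 SD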;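 also: Nile Red retained in pooled yeast measured as flow cytometry median fluorescence; 0% = buffer negative control and 100% = Enniatin B positive control; higher means more Nile Red kept so more efflux inhibition; some compounds called inactive have numbers as strong as hits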
Numbers without * were called inactive. Some of the compounds tested; rates above refer to the full screens.

entry	smiles	GLD-1 TGE inh	Yeast superoxide	Efflux pump inh
1	O=C(C1=C(O)C(=O)N(Cc2cccnc2)C1c1cccc(Oc2ccccc2)c1)c1ccco1 (stereo not drawn)	2.2	91.4	-0.1
2	CNC[C@@H]1Oc2ccc(NS(=O)(=O)c3ccc(Cl)cc3)cc2C(=O)N([C@H](C)CO)C[C@@H]1C	6.7	93.0	-0.2
3	O=C(Nc1ccncc1)c1cc(S(=O)(=O)N2CCCC2)ccc1Cl	3.7	110.3	0.0
4	O=C(COC(=O)CCC(=O)c1cccs1)Nc1ccc(F)c(F)c1F	1.6	77.7	0.0
5	O=C(NC1CC1)c1cccc(NC(=O)c2cnn(-c3ccccc3)n2)c1	-2.9	95.0	-0.2
6	COc1ccc(CNC(=O)CN(c2ccc(C(C)=O)cc2)S(=O)(=O)c2ccc(C)cc2)cc1OC	6.0	119.1	-0.1
7	Cn1c(N)c(C(=O)COC(=O)c2cc3ccccc3cc2O)c(=O)n(C)c1=O	-7.0	114.3	0.6
8	CC1CN(S(=O)(=O)c2cc(C(=O)NCCCN3CCCC3=O)ccc2Cl)CC(C)O1 (stereo not drawn)	-0.7	95.6	0.2
9	COc1ccc(-c2coc3cc(OC(C)=O)c(OC)cc3c2=O)cc1	4.6	94.6	0.0
10	CSCC[C@H](NC(=O)C1CCN(S(=O)(=O)c2ccc(C)cc2C)CC1)c1nc2ccccc2[nH]1	5.5	97.4	0.1
11	Cc1ccccc1-c1cc(C(=O)NCc2ccc(OC(F)(F)F)cc2)n(CC2CC(c3cccnc3)=NO2)n1 (stereo not drawn)	3.4	96.8	0.4
12	O=C(CSc1nnc2ccccn12)NC(=O)c1cccc([N+](=O)[O-])c1	5.3	115.9	0.2
13	O=C(COC(=O)c1ccc(F)cc1Cl)NC1CCCCCCC1	2.4	87.3	0.1
14	O=C(/C=C/c1ccco1)N1CCN(S(=O)(=O)c2ccccc2)CC1	-1.6	114.6	-0.3
15	CC(C)NC(=O)N(C)C[C@H]1Oc2c(NS(=O)(=O)c3ccccc3)cccc2C(=O)N([C@H](C)CO)C[C@@H]1C	-0.1	84.5	-0.3
16	Cc1cc(C(=O)COc2cc(F)ccc2[N+](=O)[O-])c(C)n1CC1CCCO1 (stereo not drawn)	-1.0	99.9	-0.3
17	O=C(COC(=O)CCc1ccccc1)NCc1ccc2c(c1)OCO2	-7.2	92.3	0.0
18	COc1ccccc1NS(=O)(=O)c1cc(NC(=O)c2ccccc2[N+](=O)[O-])ccc1N1CCOCC1	4.7	120.1	0.2
19	Cc1nc(SCC(=O)NC2CCS(=O)(=O)C2)c2c3c(sc2n1)CCC3 (stereo not drawn)	-1.4	101.9	0.0
20	COc1ccc(NC(=O)N(C)C[C@H]2Oc3c(NC(=O)Cc4ccccc4)cccc3C(=O)N([C@H](C)CO)C[C@@H]2C)cc1	3.8	111.5	0.1
21	COc1ccc(C(=O)Nc2cccc(S(=O)(=O)N3CCCC3)c2)cc1S(=O)(=O)N1CCOCC1	2.8	104.0	-0.2
22	Cc1ccc(S(=O)(=O)N2CCOCC2)cc1C(=O)OCC(=O)NCCc1ccccc1	-0.6	96.9	-0.1
23	O=C(CSc1nnc(Nc2ccccc2)s1)NC1CCCC1	3.9	111.3	-0.1
24	O=C(COC(=O)c1cc(Cl)cc(Cl)c1)NCc1ccco1	2.9	94.8	0.4
25	CCOc1ccccc1OCC(=O)NN=C1CCCC(=O)C1	0.0	78.7	-0.3
26	O=C1N[C@@H](c2ccccc2)COC(=O)[C@@H](Cc2ccc(F)cc2)C/C=C\C[C@@H]1CC(=O)N(CCO)Cc1ccccc1	6.2	99.9	0.1
27	COc1cc(OC)cc(C(=O)NCC(=O)OCC(=O)NCc2ccco2)c1	1.7	102.2	-0.3
28	C[C@H](CO)N1C[C@H](C)[C@@H](CN(C)C(=O)Nc2ccccc2)Oc2ccc(NC(=O)C3CCCCC3)cc2C1=O	-1.7	94.7	-0.4
29	CC1(C)O[C@@H]2[C@H](O1)[C@@H](CO)O[C@H]2n1cc(Br)c(=O)[nH]c1=O	7.6	108.3	0.0
30	O=c1c(-c2c(O)cc(O)c3c2O[C@H](c2ccc(O)cc2)CC3)c(-c2ccc(O)cc2)oc2cc(O)cc(O)c12	3.5	102.6	-0.2
31	CC1CCCC(NC(=S)NC(=O)c2ccco2)C1C (stereo not drawn)	10.0	90.4	0.0
32	CC1CCCC(NC(=O)COC(=O)c2cc3ccccc3oc2=O)C1C (stereo not drawn)	4.2	101.4	0.0
33	NC(=O)C1CCN(c2nc(-c3cccc(Cl)c3)cs2)CC1	0.6	92.5	-0.1
34	CCN(CC(=O)Nc1ccc(OC)cc1)C(=O)c1ccc2ccccc2c1	3.8	102.8	0.1
35	CCCc1cc(NC(=O)COC(=O)c2ccc(O)cc2O)n(-c2ccccc2)n1	6.3	99.3	-0.6
36	CC(C)(C)NC(=O)CC1C[C@H](C(=O)N2CCOCC2)[C@@]2(CCC3CCCC3)c3[nH]c4ccccc4c3CCN2C1=O (stereo partly drawn)	0.5	102.9	0.5
37	O=C(Nc1cccc(S(=O)(=O)N2CCCC2)c1)c1cncc(Br)c1	2.0	86.2	-0.1
38	CN(Cc1ccccc1Cl)C(=O)CNC(=O)C12CC3CC(CC(C3)C1)C2	1.8	97.7	0.1
39	CCN(C[C@H]1N[C@@](Cc2ccccc2)(C(=O)OC)[C@H]2C(=O)N(Cc3ccccc3)C(=O)[C@@H]12)S(=O)(=O)c1ccc(C)cc1	4.5	113.4	0.2
40	COc1cccc(NC(=O)CN(C)C(=O)c2ccccn2)c1	2.8	105.7	-0.1
41	O=C(C1CCN(S(=O)(=O)c2c(Cl)cccc2Cl)CC1)N1CCCC1	4.4	112.5	0.1
42	COc1ccc2oc(C(=O)OCC(=O)N3CCCCC3C)c(C)c2c1 (stereo not drawn)	-5.7	91.6	0.0
43	N#Cc1ccc(CN2CCN(C(=O)C3CC(=O)N(c4ccccc4F)C3)CC2)cc1 (stereo not drawn)	-0.5	110.8	0.1
44	COc1cc2c(cc1OC)CN(C(=O)CCNC(=O)c1ccccc1Cl)CC2	1.6	95.0	0.3
45	CC[C@@H](C)[C@@H]1CN([C@@H](CN2CCC[C@H]2CN2C(N)=NC[C@H]2CC(C)C)C(C)C)C(=N)N1CCc1ccc(Cl)c(Cl)c1	-4.3	128.2	0.2

Part of the list above, in transposed form:
30. O=c1c(-c2c(O)cc(O)c3c2O[C@H](c2ccc(O)cc2)CC3)c(-c2ccc(O)cc2)oc2cc(O)cc(O)c12
31. CC1CCCC(NC(=S)NC(=O)c2ccco2)C1C (stereo not drawn)
32. CC1CCCC(NC(=O)COC(=O)c2cc3ccccc3oc2=O)C1C (stereo not drawn)
33. NC(=O)C1CCN(c2nc(-c3cccc(Cl)c3)cs2)CC1
34. CCN(CC(=O)Nc1ccc(OC)cc1)C(=O)c1ccc2ccccc2c1
35. CCCc1cc(NC(=O)COC(=O)c2ccc(O)cc2O)n(-c2ccccc2)n1
36. CC(C)(C)NC(=O)CC1C[C@H](C(=O)N2CCOCC2)[C@@]2(CCC3CCCC3)c3[nH]c4ccccc4c3CCN2C1=O (stereo partly drawn)
37. O=C(Nc1cccc(S(=O)(=O)N2CCCC2)c1)c1cncc(Br)c1
38. CN(Cc1ccccc1Cl)C(=O)CNC(=O)C12CC3CC(CC(C3)C1)C2
39. CCN(C[C@H]1N[C@@](Cc2ccccc2)(C(=O)OC)[C@H]2C(=O)N(Cc3ccccc3)C(=O)[C@@H]12)S(=O)(=O)c1ccc(C)cc1
Assay by compound	30	31	32	33	34	35	36	37	38	39
GLD-1 TGE inh	3.5	10.0	4.2	0.6	3.8	6.3	0.5	2.0	1.8	4.5
Yeast superoxide	102.6	90.4	101.4	92.5	102.8	99.3	102.9	86.2	97.7	113.4
Efflux pump inh	-0.2	0.0	0.0	-0.1	0.1	-0.6	0.5	-0.1	0.1	0.2

40. COc1cccc(NC(=O)CN(C)C(=O)c2ccccn2)c1
41. O=C(C1CCN(S(=O)(=O)c2c(Cl)cccc2Cl)CC1)N1CCCC1
42. COc1ccc2oc(C(=O)OCC(=O)N3CCCCC3C)c(C)c2c1 (stereo not drawn)
43. N#Cc1ccc(CN2CCN(C(=O)C3CC(=O)N(c4ccccc4F)C3)CC2)cc1 (stereo not drawn)
44. COc1cc2c(cc1OC)CN(C(=O)CCNC(=O)c1ccccc1Cl)CC2
45. CC[C@@H](C)[C@@H]1CN([C@@H](CN2CCC[C@H]2CN2C(N)=NC[C@H]2CC(C)C)C(C)C)C(=N)N1CCc1ccc(Cl)c(Cl)c1
Assay by compound	40	41	42	43	44	45
GLD-1 TGE inh	2.8	4.4	-5.7	-0.5	1.6	-4.3
Yeast superoxide	105.7	112.5	91.6	110.8	95.0	128.2
Efflux pump inh	-0.1	0.1	0.0	0.1	0.3	0.2

(listing goes on)
entry	smiles	GLD-1 TGE inh	Yeast superoxide	Efflux pump inh
46	O=C(c1ccc2ccccc2n1)N1CCN(S(=O)(=O)c2ccccc2)CC1	-2.2	96.0	-0.2
47	COc1ccc(S(=O)(=O)N2CCOCC2)cc1NC(=O)COc1ccc2c(C)cc(=O)oc2c1	4.4	98.7	-0.3
48	O=C(C[C@@H]1C/C=C\C[C@H](Cc2ccc(F)cc2)C(=O)OCCNC1=O)N[C@H](CO)Cc1ccccc1	-3.8	107.2	0.1
49	CC1CCC(NC(=O)CSc2nncn2C)CC1 (stereo not drawn)	-2.2	99.0	0.1
50	CNC[C@H]1Oc2c(NC(=O)C3CCCCC3)cccc2C(=O)N([C@H](C)CO)C[C@@H]1C	8.7	78.6	-0.5
51	CCOc1ccccc1N1CC(C(=O)NC2CCCCCC2)CC1=O (stereo not drawn)	0.1	102.3	0.1
52	O=C1NC[C@H](c2ccccc2)OC(=O)[C@H](Cc2ccc(F)cc2)CC/C=C/C[C@H]1CC(=O)N(CCO)Cc1ccccc1	1.6	110.1	0.1
53	CC(NC(=O)COC(=O)c1c[nH]c2ccccc12)c1ccccc1 (stereo not drawn)	0.4	95.0	0.0
54	COc1cc2c(cc1OC)CN(C(=O)CCC(=O)c1ccc(F)cc1)CC2	1.5	88.0	-0.1
55	CC(C)(C)OC(=O)C[C@@H]1C/C=C\C[C@@H](CC(=O)N(CCO)Cc2ccccc2)C(=O)N[C@H](Cc2c[nH]c3ccccc23)COC1=O	-4.8	128.6	0.3
56	C[C@H](CO)N1C[C@H](C)[C@@H](CN(C)C(=O)Nc2ccc3c(c2)OCO3)Oc2c(NC(=O)Nc3ccc(C(F)(F)F)cc3)cccc2C1=O	10.4	109.2	0.8
57	N#Cc1ccc(OCC(=O)OCC(=O)NC2CC2)cc1	10.8	94.1	0.4
58	COCc1ccc(C(=O)Nc2cccc(S(=O)(=O)N(C)c3ccccc3)c2)cc1	-4.0	105.3	0.2
59	Cc1ccc(S(=O)(=O)N2CCOCC2)cc1NC(=O)COC(=O)c1ccc(Cl)nc1	4.6	77.4	-0.2
60	CC(Sc1nnc(-c2ccccc2)c(-c2ccccc2)n1)C(=O)NCC1CCCO1 (stereo not drawn)	1.4	116.2	-0.1
61	C=CC[C@@H](CC(=O)N(CCO)Cc1ccccc1)C(=O)N[C@@H](COC(=O)[C@@H](CC=C)Cc1ccc(F)cc1)Cc1c[nH]c2ccccc12	5.1	97.7	0.1
62	CN(C(=O)c1ccc(NC(=O)Cc2ccc([N+](=O)[O-])cc2)cc1)C1CC1	5.0	93.8	-0.3
63	Cc1ccsc1C(=O)OCC(=O)NC1CC1	0.9	79.8	-0.1
64	Cc1ccc(S(=O)(=O)N2[C@@H](c3ccc(Cl)c(Cl)c3)C(C(=O)O)=C[C@H]2CC2CCCC2)cc1	4.8	96.8	0.5
65	COc1ccccc1/C=C/C(=O)OCC(=O)NC1CCCCCCC1	1.9	91.6	0.3
66	O=C(c1cc(S(=O)(=O)N2CCOCC2)c(Cl)cc1Cl)N1CCN(S(=O)(=O)c2cccc(F)c2)CC1	0.0	94.9	-0.1
67	COC(=O)[C@]1(C)N[C@H](CN(C)C(=O)Nc2ccc(C(F)(F)F)cc2)[C@@H]2C(=O)N(C)C(=O)[C@@H]21	8.2	84.8	0.1
68	O=C1CCN(Cc2ccccc2)C=C1c1ccc(C(F)(F)F)cc1	2.4	93.8	-0.1
69	Cc1cc(C)c(CN2CCN(C(=O)Cn3cnc4c(OCc5ccccc5)ncnc43)CC2)c(C)c1	2.1	97.2	0.3
70	C[C@@H]1CCCCCCCCC(=O)OCCN(C(=O)OC(C)(C)C)[C@H](C)CCCCCCCCC(=O)OCCN(C(=O)OC(C)(C)C)[C@H](C)CCCCCCCCC(=O)OCCN(C(=O)OC(C)(C)C)[C@H](C)CCCCCCCCC(=O)OCCN1C(=O)OC(C)(C)C	-2.4	117.2	0.4
71	COc1ccc(NC(=O)Nc2cccc3c2O[C@H](CN(C)Cc2ccc(-c4ccccc4)cc2)[C@@H](C)CN([C@H](C)CO)C3=O)cc1	1.7	99.4	0.1

Assay outcomes: PubChem BioAssay, several laboratories
